KB-3-1 tox = kills parental KB-3-1 adenocarcinoma cells | KB-3-1 viability, CellTiter-Glo ATP luminescence, 72 h | Potency, µM (titrated, usually from 46.1 µM), for the others: at the highest dose activity change, negative = cytotoxic, actives largely listed as cytotoxic | 1.4% of 400,000 active; also: potency is read from the fitted curve at half-maximal effect; % is scaled to controls: 0 for no effect and ±100 for the full control effect; nearly all actives have a fitted effect of over 60% in size
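Cells are dispensed, compounds pinned in, plates held at 37 °C for 72 h, then CellTiter-Glo is added and luminescence read after 10 minutes. Cell line: parental KB-3-1 in phenol-red-free DMEM, 10% FBS.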
HT1080NT lethal = kills 2HG-producing HT-1080-NT fibrosarcoma cells; HT-1080-NT fibrosarcoma viability, CellTiter-Glo ATP luminescence, 48 h; Potency, µM (top dose mostly 46.1 µM), for inactives: top-dose activity, negative = less viability, most hits filed as cytotoxic; 1.6% of 360,000 active; AID 686970;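 also: NT is the 2HG producing partner of a matched IDH1 knockdown line; potency is read from the fitted curve at half-maximal effect; 0% = DMSO-treated cells and -100% = media-only wells without cells; nearly all actives have a fitted effect of over 55% in size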
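750 cells/well, RPMI + 5% FBS; 2 h settle, compound pin-transfer, 48 h at 37 degrees C. CellTiter-Glo 10 min RT, luminescence. Normalized to DMSO and media-only wells.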
HT1080 IDH1KD tx = kills HT-1080 cells with IDH1 knockdown | Potency, µM (series often up to 46.1 µM), without a hit: at the top dose activity, negative = toxicity, usual class: cytotoxic | 2% of 360,000 active | AID 686971 | HT-1080 IDH1 knockdown viability, ATP luminescence, 48 h;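 also: potency is read from the fitted curve at half-maximal effect; 0% = DMSO wells and -100% = cell-free medium wells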
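Viability of IDH1-knockdown HT-1080 fibrosarcoma cells was assessed by CellTiter-Glo after 48 h at 37 °C with titrated compound; concentration-effect curves were classified by fit quality and response size.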
DRD3 agonist = agonists of human D3 dopamine receptor. P35462. D3R DiscoveRx beta-arrestin cells, luminescence, 90 min. max activation, %. 0.58% of 410,000 active; in the data active = max activation above about 30%; also: 0% is about no effect; mostly tested at two doses, the higher about 12 µM
Target sequence (P35462 whole entry, looked up): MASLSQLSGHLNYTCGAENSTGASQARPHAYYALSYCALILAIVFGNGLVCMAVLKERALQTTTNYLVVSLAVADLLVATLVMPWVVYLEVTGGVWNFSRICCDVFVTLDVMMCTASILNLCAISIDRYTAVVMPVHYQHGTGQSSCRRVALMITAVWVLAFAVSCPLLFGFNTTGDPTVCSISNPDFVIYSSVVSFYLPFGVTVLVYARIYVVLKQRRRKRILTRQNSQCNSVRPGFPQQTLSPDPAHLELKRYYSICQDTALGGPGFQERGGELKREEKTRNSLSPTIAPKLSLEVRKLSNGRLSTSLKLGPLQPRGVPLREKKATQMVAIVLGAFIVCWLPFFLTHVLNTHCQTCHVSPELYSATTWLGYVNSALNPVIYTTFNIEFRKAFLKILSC
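Agonist-mode cell screen: cells plated at 1500/well and incubated overnight at 37 °C, then exposed to library compounds for 90 min at 37 °C. Detection reagent was added for 30–60 min at room temperature, and luminescence was read.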
HEK293 tox = cytotoxicity counter-screen for GLP-1 receptor inverse agonists. HEK293 cAMP-luciferase reporter cells, luminescence, 24 h. Potency, µM (highest dose often 38.3 µM), for the others: at the top dose activity change, negative = inhibition, usual class: inhibitors. 0.13% of 410,000 active. AID 624418;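 also: loss of luciferase light is scored as toxicity; potency is read from the fitted curve at half-maximal effect; % is scaled to controls: 0 for no effect and ±100 for the full control effect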
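MLSMR compounds, 24 hr on cells at 37 deg C/5% CO2; luminescence after luciferase reagent (12 min RT). Inhibition counted as the undesired cytotoxic outcome.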
IL-1B inflam inh = inhibitors of inflammasome signaling (IL-1 beta secretion); 4.7% of 360,000 active; THP-1 LPS/ATP IL-1B secretion, AlphaLISA, 16 h; active compounds read low; activity change, % at 57.5 µM; in the data active = activity change below about -50%; inconclusive = mostly about -30% to -49%; also: % is scaled to controls: 0 for no effect and ±100 for the full control effect
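THP-1 cells pretreated 1 hr with compounds (up to 57.5 uM final), then stimulated with LPS (250 ng/mL final) plus ATP (1.25 mM final); secreted IL-1B measured by AlphaLISA after 16 hr, decreased signal indicating inhibition.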
KB-V1 MDR tox = kills drug-selected multidrug resistant KB-V1 cells; KB-V1 MDR cells viability, CellTiter-Glo, 72 h; Potency, µM (top dose mostly 46.1 µM), without a hit: at the top dose activity change, negative = cytotoxicity, actives largely listed as cytotoxic; 3.4% of 400,000 active; AID 1347076; also: potency is read from the fitted curve at half-maximal effect; % is scaled to controls: 0 for no effect and ±100 for the full control effect; nearly all actives have a fitted effect of over 60% in size
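KB-V1 MDR subline cells in DMEM (phenol-red free, 10% FBS) exposed to compounds in qHTS concentration series for 72 h at 37 degrees C. Viability read by CellTiter-Glo luminescence; concentration-effect curves fitted after normalization and correction.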
SW480 rereplic = DNA re-replication induction in SW480 cells; AID 624297; 1.8% of 340,000 active; SW480 DNA re-replication, Hoechst DNA content imaging, 48 h; Potency, µM (highest dose often 46.1 µM), without a hit: at the top dose re-replication activation, usual class: activators; also: potency is read from the fitted curve at half-maximal effect; % of control where 0% means no effect; nearly all actives have a fitted effect of over 55% in size
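Per well, 250 cells were exposed to pinned compound for 48 hr. Nuclear DNA was visualised with Hoechst (40 min, 37 C) and total object intensity recorded by fluorescence scanning.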
MCF10A rereplic = induces DNA re-replication in MCF 10a normal breast cells; MCF 10A DNA re-replication, Hoechst nuclear intensity, 48 h; Potency, µM (series often up to 46.1 µM), inactives show top-dose activity, positive = re-replication, most hits filed as activators; 2.9% of 350,000 active; AID 624296; also: potency is read from the fitted curve at half-maximal effect; % of control where 0% means no effect; nearly all actives have a fitted effect of over 50% in size
The depositor's hits bear a star; ? = inconclusive; . = not tested or not shown; & = joins results of further samples; ! = not active in a repeat; [ ] = another dose, or the depositor's remark. Unless noted, calls follow the shape of the dose curve; as a rule, active = well fitted curve in the direction sought with a large enough effect; inconclusive = small, poorly fitted or top-dose-only effect, or another doubt; inactive = no such curve, though single readings can be large; an effect the other way counts as inactive or inconclusive.

The line under a structure holds: HT1080 IDH1KD tx | SW480 rereplic | IL-1B inflam inh | DRD3 agonist | HT1080NT lethal | MCF10A rereplic | KB-3-1 tox | HEK293 tox | KB-V1 MDR tox
CCOCCSc1n[nH]c(=O)n1CCc1ccccc1
 : -1% | -10% | 13 | -1 | -2% | -7% | 1% | 2% | -2%
NC(=O)N/N=C/c1cccc(C(F)(F)F)c1
 : 11% | 2% | 7 | -17 | 6% | -4% | ? | 0% | ?
CC(=O)N1CCC(N(CCN2CCOCC2)C(=S)Nc2ccc(C)c(C)c2)CC1
 : 6% | -2% | 10 | 2 | ? | 0% | 29% | 20% | -6%
O=C(COC(=O)CSc1cccc2cccc(Cl)c12)Nc1ncc(C(F)(F)F)cc1Cl
 : 5% | ? | -12 | -1 | -9% | -1% | 9% | 21% | -1%
Cc1cc(S(=O)(=O)Nc2cccc(Cl)c2)c(C)s1
 : -9% | 14% | 22 | -3 | -8% | ? | -20% | -14% | 2%
Cc1cc(C)nc(CCNC(=O)c2cc(COc3ccccc3)on2)n1
 : 6% | -11% | 40 | -3 | -1% | 0% | ? | -3% | 13%
Cn1nc(C(=O)OCc2ccc(F)cc2)c2ccccc2c1=O
 : 7% | -7% | 21 | 6 | 0% | 0% | 5% | 17% | ?
COc1ccc(CC(=O)NNC(=S)NC(=O)c2cc(OC)c(OC)c(OC)c2)cc1
 : ? | . | 21 | 0 | ? | . | -2% | -21% | ?
O=C(COC(=O)CCC(=O)c1cccs1)NCc1cccs1
 : 0% | -52%[inhibitor] | 22 | 10 | ? | -3% | 3% | -2% | 8%
O=C(CNC(=O)c1ccco1)NCC(=O)OCC(=O)c1ccc(Cl)c([N+](=O)[O-])c1
 : 0% | 22% | -22 | -11 | -8% | ? | 1% | 8% | -12%
CC(=O)Nc1ccc(C(=O)NCC(c2ccco2)N(C)C)cc1 (stereo not drawn)
 : 5% | -3% | 16 | -5 | 7% | 0% | -1% | -11% | 13%
COc1ccc(Cc2n[nH]c(=S)n(N)c2=O)cc1
 : 6% | 0% | 33 | 6 | 16% | -17% | -5% | 6% | 3%
CCOC(=O)CC(=O)CSc1nc(-c2ccccc2)cc(-c2ccccc2)c1C#N
 : -11% | ? | 12 | -6 | 2% | ? | -2% | 48%[activator] | ?
CC(C)NC(=O)COC(=O)/C=C/c1ccco1
 : 2% | -1% | -28 | 3 | 4% | -2% | 2% | 1% | 9%
COc1ccc(Nc2nc(NCCCN3CCOCC3)nc(N)c2[N+](=O)[O-])cc1
 : ? | -1% | 57 | 1 | -17% | -2% | ? | -10% | 2%
COc1ccc(C2=CCCCCC2)cc1OC
 : 1% | . | 7 | 0 | 2% | . | 20% | 2% | 15%
COc1ccc(CCN(C)C(=O)N2CCOCC2)cc1OC
 : 13% | 2% | 25 | -3 | 17% | 2% | 10% | -11% | 18%
Cc1cc(C)c(-c2csc(NC(=O)c3n[nH]c(=O)c4ccccc34)n2)c(C)c1
 : ? | 2% | 24 | 3 | -27% | ? | ? | 2% | ?
COc1cc(OC)cc(C(=O)NC(C)CNc2ccc(Cl)cc2[N+](=O)[O-])c1 (stereo not drawn)
 : -2% | -3% | -6 | 1 | -7% | -14% | -7% | -25% | -10%
Cc1cc(NC(=O)CC23CC4CC(C2)CC(CC(=O)Nc2cc(C)on2)(C4)C3)no1
 : 13% | -1% | 9 | -9 | 13% | 7% | 0% | -13% | 0%
O=C(CCCC(=O)N(CC(=O)NC1CCCCC1)c1ccc(F)cc1)Nc1ccccn1
 : -3% | 2% | 2 | -1 | 0% | 7% | -2% | 1% | 1%
C[C@H](CO)N1C[C@H](C)[C@H](CN(C)CC2CCCCC2)Oc2ccc(NS(=O)(=O)c3ccc(F)cc3)cc2CC1=O
 : -22% | -11%[9.22 µM] | 113 | 15 | -25% | ? | ? | -27% | ?
O=C(CSc1nc2ccsc2c(=O)n1NC(=O)c1ccccc1)NCc1ccco1
 : 4% | -15% | -8 | 2 | 6% | 18% | ? | 4% | 9%
CC1(C)CC2CC(C)(CN2S(=O)(=O)c2ccc(C(=O)Nc3cccc(S(=O)(=O)N4CCOCC4)c3)cc2)C1 (stereo not drawn)
 : ? | 0% | -21 | -9 | -20% | ? | -22% | 1% | ?
NC(=O)Cn1c(=O)n(C2CCCCC2)c(=O)c2c3c(sc21)CCCCC3
 : -1% | ? | -14 | 1 | -1% | ? | -14% | -5% | -14%
COc1ccc(NC(=O)CSc2oc(-c3ccco3)nc2S(=O)(=O)c2ccccc2)c(OC)c1
 : . | . | . | 7 | . | . | -6% | -7% | 0%
COc1ccc(/C=N/n2c(C3CCCCC3)n[nH]c2=S)c(OC)c1
 : 0% | -12% | -6 | -7 | 9% | 26% | -1% | -23% | -14%
COc1ccc(CN(C)C(=O)C(Cc2ccccc2)NC(=O)c2ccccc2)c(OC)c1OC (stereo not drawn)
 : -11% | . | ? | 13 | -22% | . | ? | -9% | ?
CS(=O)(=O)c1ccc(CNC(=O)C2(C(F)(F)F)C/C(=C\Cc3ccccc3)CCCO2)cc1 (stereo not drawn)
 : 9% | 10%[9.22 µM] | -3 | -20 | 9% | -11% | -15% | 3% | -12%
COc1cc(/C=N/O)ccc1OCc1ccc(C(=O)O)cc1
 : ? | -6% | 6 | -1 | ? | -3% | -11% | -31% | 2%
COc1cccc(-c2nnc(SCC3CNC(=O)O3)n2-c2ccc(Cl)cc2)c1 (stereo not drawn)
 : 6% | -16% | -4 | 4 | 1% | -3% | 2% | 2% | 6%
CCCCN(CCCC)S(=O)(=O)c1ccc(N2CCCC2=O)c([N+](=O)[O-])c1
 : -16% | 22% | 15 | 1 | 1% | 19% | 6% | -14% | ?
O=C(CSc1nnc(-c2ccccc2Cl)o1)N1CCCCC1
 : -10% | 0% | ? | -6 | -16% | 0% | ? | -5% | -6%
Cn1c(=O)c2[nH]c(Cc3cccc(O)c3)nc2n(C)c1=O
 : -6% | ? | 10 | -3 | -8% | ? | -5% | 3% | -35%
O=C(CN1C(=O)NC2(CCCC2)C1=O)Nc1cc(C(F)(F)F)ccc1N1CCOCC1
 : 0% | -3% | -3 | -9 | -4% | ? | . | -22% | .
OC(COCC1COc2ccccc2O1)CN1CCN(c2ccccn2)CC1 (stereo not drawn)
 : -2% | -2%&-4% | -14&4 | 75*! | -3%&-4% | -14%&-1% | -2%&-16% | -7%&-1% | ?
NC(=O)C1CCN(c2ccc(C(F)(F)F)cc2[N+](=O)[O-])CC1
 : 1% | 2% | -13 | -5 | 5% | -6% | ? | -28% | 0%
COc1cccc(C(=O)Nc2ccc(-c3nnc(-c4ccco4)o3)cc2)c1
 : ? | -6% | -19 | 24 | -16% | -2% | 6% | -28% | ?
COC(=O)Cc1c(O)ccn(Cc2ccccc2OC)c1=O
 : 7% | 1% | 17 | -1 | 2% | 4% | -3% | -8% | 12%
CN=c1c([N+](=O)[O-])nn(-c2ccc3c(c2)OCCO3)n1O
 : 1% | 16µM* | ? | 4 | -9% | 2% | -4% | -14% | 0%
O=S1(=O)CC(O)C(O)CS1 (stereo not drawn)
 : ? | . | 2 | -7 | 17% | . | 9% | 3% | 7%
COc1ccc(NC(=O)c2ccc3ccccc3c2OC)cc1
 : -20% | ? | -23 | 1 | 0% | ? | -6% | -8% | ?
CC(C)CCN(C(=O)c1cc(=O)[nH]c2ccccc12)c1c(N)n(Cc2ccccc2)c(=O)[nH]c1=O
 : 0% | 0% | 3 | -4 | -2% | -8% | -1% | 6% | 9%
Cc1nnc2ccc(-c3cccc(NS(=O)(=O)c4ccccc4[N+](=O)[O-])c3)nn12
 : ? | 76% | 32 | 6 | ? | -2% | ? | -4% | -18%
Cc1cc(C(F)F)n2ncc(C(=O)N3CCc4ccccc4C3)c2n1
 : 13% | -5% | -2 | -10 | 21% | 1% | 15% | -1% | 27%
Cc1ccc(C(=O)Nc2cccnc2Cl)cc1Cl
 : 2% | -8%[9.22 µM] | 14 | 4 | 0% | -5% | 10% | 16% | 5%
O=C(c1cccc2ccccc12)N1CCN=C1SCc1ccc([N+](=O)[O-])cc1
 : 0% | 0% | -65* | -1 | -1% | -6% | 1% | 2% | -26%
CN(CC(=O)Nc1cccc(F)c1)C(=O)CNS(=O)(=O)c1ccc(N(C)C)c([N+](=O)[O-])c1
 : -3% | -18% | -12 | -4 | -8% | 1% | -22% | 0% | 8%
Cc1ccc(Nc2cc(C)nc3ncnn23)c(Cl)c1
 : 7% | -5% | ? | 5 | 9% | 1% | ? | -2% | -19%
O=C(COc1ccc(Cl)cc1)Nc1ccc(NC(=O)c2ccco2)cc1
 : -2% | -5% | -9 | 3 | -17% | -3% | 7% | -2% | -1%
CN(Cc1ccccc1F)c1cc2c(c3c1ccn3C)C1CCC2C1 (stereo not drawn)
 : -10% | . | 0 | -3 | -8% | . | 0% | 35%[activator] | -6%
CCCCc1c(C)nn(-c2nnc3c4ccccc4n(C)c3n2)c1C
 : -3% | -8% | 13 | -5 | -20% | -5% | -5% | ? | ?

Full records as entered above. Order of screens: HT1080 IDH1KD tx	SW480 rereplic	IL-1B inflam inh	DRD3 agonist	HT1080NT lethal	MCF10A rereplic	KB-3-1 tox	HEK293 tox	KB-V1 MDR tox
Shown for COc1ccc(Nc2nc(NCCCN3CCOCC3)nc(N)c2[N+](=O)[O-])cc1 : ?	-1%	57	1	-17%	-2%	?	-10%	2%
Shown for Cn1nc(C(=O)OCc2ccc(F)cc2)c2ccccc2c1=O : 7%	-7%	21	6	0%	0%	5%	17%	?
